Screening results deposited in PubChem BioAssay by several laboratories.
p47phox inh – p47phox/p22phox peptide binding inhibitors, primary screen, biochemical, uHTS, NADPH oxidase regulatory subunit; fluorescence polarization, 2 h; inhibition, % at 24.7 µM; 220,000 compounds, 0.53% hits; AID 1274, 2008;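 active = inhibition above about 30%, limit read from the data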;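 also: 0% = p47phox with labelled peptide and 100% = labelled peptide alone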
Target sequence (P14598 whole entry, looked up): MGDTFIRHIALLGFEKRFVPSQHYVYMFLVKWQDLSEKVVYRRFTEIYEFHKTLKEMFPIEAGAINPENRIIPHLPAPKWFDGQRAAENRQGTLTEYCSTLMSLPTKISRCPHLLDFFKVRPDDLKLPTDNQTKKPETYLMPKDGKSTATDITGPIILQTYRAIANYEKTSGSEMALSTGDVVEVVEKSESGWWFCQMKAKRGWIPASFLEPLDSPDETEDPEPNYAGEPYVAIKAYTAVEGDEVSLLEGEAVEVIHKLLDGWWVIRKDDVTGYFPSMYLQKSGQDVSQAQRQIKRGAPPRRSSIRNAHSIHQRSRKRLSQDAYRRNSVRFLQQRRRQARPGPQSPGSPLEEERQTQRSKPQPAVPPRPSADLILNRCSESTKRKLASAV
S1P4 ag – S1P4 receptor agonists, primary screen, cell-based. S1P4-expressing cell line, agonist reporter assay. 220,000 compounds, 0.35% hits. activation, % at 4.98 µM. Sphingosine 1-phosphate receptor 4 (Homo sapiens), O95977; in the data active = activation above about 11%;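 also: 0% = DMSO vehicle and 100% = reference agonist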
NPY1 pot ag – NPY-Y1 receptor potentiators or agonists, primary screen, cell-based. Neuropeptide Y receptor type 1 (Homo sapiens), P25929. NPY-Y1 expressing cells, potentiator/agonist activation. activation, % at 3.6 µM. 220,000 compounds, 0.37% hits. AID 1304, 2008; in the data active = activation above about 33%, passing the limit was not always enough;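 also: cells stimulated with NPY at EC10 then isoproterenol at EC100; 0% = low agonist plus stimulus and 100% = saturating agonist plus stimulus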
Target sequence (P25929 whole entry, looked up): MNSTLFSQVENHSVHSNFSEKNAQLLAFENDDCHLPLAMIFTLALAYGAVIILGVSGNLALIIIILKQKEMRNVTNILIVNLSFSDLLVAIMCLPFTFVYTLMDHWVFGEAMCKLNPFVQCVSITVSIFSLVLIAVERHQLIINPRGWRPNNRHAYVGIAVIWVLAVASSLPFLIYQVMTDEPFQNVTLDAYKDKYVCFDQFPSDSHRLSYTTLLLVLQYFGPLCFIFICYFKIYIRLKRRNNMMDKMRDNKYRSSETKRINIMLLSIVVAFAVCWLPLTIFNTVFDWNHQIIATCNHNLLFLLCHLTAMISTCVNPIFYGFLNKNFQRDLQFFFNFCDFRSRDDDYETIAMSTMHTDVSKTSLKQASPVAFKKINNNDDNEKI
CHOP inh – inhibitors of CHOP promoter induction, primary screen, cell-based, unfolded protein response, luciferase reporter; CHO-K1 CHOP-promoter luciferase, tunicamycin-induced, 15-18 h; inhibition, % at 10 µM; 220,000 compounds, 3.8% hits;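 active = compounds that reduced the stress-induced luciferase reporter signal by more than about 70% of percent inhibition, limit read from the data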;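 also: 0% = tunicamycin plus vehicle and 100% = wells without tunicamycin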
NPY-Y1 antag – NPY-Y1 receptor antagonists, primary screen, cell-based; Neuropeptide Y receptor type 1 (Homo sapiens), P25929; HEK293-CNG Y1 cells, membrane potential fluorescence; NPY at EC95, then isoproterenol; inhibition, % at 3.6 µM; 200,000 compounds, 1% hits; AID 1040, 2008;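 active = inhibition above the campaign mean inhibition of all tested compounds plus 3 SD, cut at about 20% in these data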;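 also: 0% = DMSO wells given NPY plus isoproterenol and 100% = isoproterenol alone without NPY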
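Material: HEK293 cells with Y1 receptor plus CNG channel; times: compound incubation 1 h at room temperature, readout 45 min post-stimulation; signal: fluorescence, membrane potential probe; read-out basis: fluorescence ratio normalized to % inhibition between controls; benchmarks: full-block control isoproterenol-only wells, zero-block control NPY plus isoproterenol wells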
NPY-Y2 PAM-ag – NPY-Y2 potentiators or agonists, primary screen, cell-based; Neuropeptide Y receptor type 2 (Homo sapiens), P49146; cells expressing NPY-Y2, potentiator/agonist read-out; activation, % at 3.6 µM; 220,000 compounds, 0.45% hits; AID 1359, 2008; in the data active = activation above about 27%;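 also: cells stimulated with NPY near EC25 plus isoproterenol at EC100; 0% = vehicle plus submaximal agonist and 100% = vehicle plus saturating agonist; some results beyond the cut were filed as inactive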
S1P4 antag – S1P4 receptor antagonists, primary screen, cell-based | S1P4-expressing cells, antagonist mode, reporter read-out | inhibition, % at 4.98 µM | AID 1510, 2009 | 220,000 compounds, 0.26% hits | Sphingosine 1-phosphate receptor 4 (Homo sapiens), O95977; in the data active = inhibition above about 29%;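 also: 0% = wells stimulated with agonist and 100% = vehicle wells without agonist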
BaF3 parental – parental Ba/F3 cell viability inhibition, counter-screen for JAK2V617F inhibitor project, murine pro-B, CellTiter-Glo luminescence. CellTiter-Glo ATP luminescence. inhibition, % at 5.6 µM. 220,000 compounds, 1.1% hits. AID 1486, 2009;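 active = inhibition above a per-campaign cutoff, the mean inhibition of all tested compounds plus 3 SD, cut at about 27% in these data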;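 also: 0% = DMSO wells and 100% = JAK Inhibitor I control wells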
Ba/F3 V617F tox – reduced viability of JAK2V617F-dependent Ba/F3 cells, primary screen, JAK2V617F inhibitor project, cell-based, Ba/F3 EpoR-JAK2V617F, luminescence | 220,000 compounds, 1.1% hits | inhibition, % at 5.6 µM | AID 1446, 2008 | ATP luminescence;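 active = inhibition above the campaign mean plus 3 SD over all tested compounds, cut at about 24% in these data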;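 also: cytokine-independent growth of Ba/F3 cells driven by EpoR plus mutant JAK2; 0% = DMSO-treated cells and 100% = JAK inhibitor I control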
Active calls of the source: *; nt = no result given.

SMILES,p47phox inh,S1P4 ag,NPY1 pot ag,CHOP inh,NPY-Y1 antag,NPY-Y2 PAM-ag,S1P4 antag,BaF3 parental,Ba/F3 V617F tox
CCCCOCCCNC(=O)c1ccc(OC)cc1,10.4,-0.9,-18.8,-9.8,2.4,-18.0,-5.6,3.9,3.0
Cc1ccc(-c2nnc(SCC(=O)Nc3ccccc3N3CCOCC3)o2)cc1,-3.4,2.0,-26.4,2.9,5.2,9.2,-6.7,2.2,-2.9
O=C(O)CCn1cc(/C=C/C(=O)c2ccc(Cl)cc2)c(-c2cccc(Br)c2)n1,-24.8,0.7,19.0,-15.4,nt,-1.5,13.4,-5.2,2.6
COc1cc2ncnc(NCc3cccs3)c2cc1OC,0.3,0.7,7.2,15.4,-0.6,13.1,-9.2,7.8,2.1
CC(C)c1ccc(CCNC(=O)c2ccc([N+](=O)[O-])cc2)cc1,-4.4,1.1,-15.7,59.5,-3.5,2.8,-29.4,6.3,-3.0
CCCCc1ccc(NC(=S)NCc2ccccc2OC)cc1,-0.6,-1.6,-16.7,66.7,-2.4,-11.3,7.1,2.9,-3.1
Cc1ccc(NC(=O)CS(=O)Cc2nc(-c3ccc(C)cc3)oc2C)cc1 (stereo not given),-9.0,-0.5,7.0,47.1,17.5,-4.2,-11.8,9.3,-2.2
CCn1nc(NC(=O)c2ccccc2)c2cc3cccc(C)c3nc21,-3.8,7.8,6.2,48.9,nt,4.1,-0.9,-1.9,-1.9
CCCc1nnc(NC(=O)NCCN2C(=O)C3C4C=CC(C4)C3C2=O)s1 (stereo not given),-8.0,1.4,9.6,41.0,1.6,12.1,-7.3,1.2,-1.8
O=C(NC1CCCCC1)C(c1cccs1)N(Cc1cccs1)C(=O)c1cccs1 (stereo not given),-29.0,0.5,-48.7,18.9,40.6*,-11.2,7.0,5.6,0.8
CCOC(=O)C[n+]1c(C)ccc2c1CCC2,1.1,-0.4,11.3,0.4,0.8,-11.1,-4.8,1.3,-1.8
CN(Cc1ccccc1)C(=O)N[C@@H](Cc1ccccc1)C(=O)O,-4.0,-0.2,2.9,10.9,1.7,6.2,-14.0,6.3,0.0
CCOC(=O)c1cccc(NC(=O)CS(=O)(=O)Cc2nc(-c3cccc(OC)c3)oc2C)c1,-5.3,0.2,-7.4,2.8,4.7,-7.1,-8.2,3.8,-4.4
Nc1nc(NCCCN2CCOCC2)nc(Nc2cccc(Cl)c2)c1[N+](=O)[O-],-1.7,-2.0,6.0,23.8,nt,18.2,-2.0,2.8,0.3
O=C(CCCN1C(=O)/C(=C/c2cccc(Br)c2)SC1=S)Nc1cccnc1,nt,3.2,16.5,28.5,3.9,-15.9,-8.8,3.1,2.1

Next section
SMILES,p47phox inh,S1P4 ag,NPY1 pot ag,CHOP inh,NPY-Y1 antag,NPY-Y2 PAM-ag,S1P4 antag,BaF3 parental,Ba/F3 V617F tox
CSc1cccc(NC(=S)N(CCC(C)C)C2CCN(C(C)C)CC2)c1,-5.2,0.8,5.0,14.6,0.1,4.2,-0.4,1.8,-4.5
CCC1COC(c2cccn2Cc2ccc(Cl)cc2)=N1 (stereo not given),-11.6,-0.5,-1.6,31.2,7.0,8.0,-14.4,2.9,-3.8
O=C(Cn1c(-c2ccc(Cl)cc2)noc1=O)N1CCN(c2ccccc2F)CC1,-1.9,-1.2,13.8,29.4,6.8,2.9,-11.0,0.9,-3.2
O=C(/C=C1\SC(=O)NC1=O)Nc1ccc(F)cc1,nt,-0.1,-3.4,-30.5,-3.5,-8.5,4.4,3.2,-0.8
Cc1nc(N2CCN(Cc3ccc4c(c3)OCO4)CC2)c2cc(-c3ccccc3)sc2n1,-24.9,2.2,-66.5,36.5,16.6,-39.1,-0.1,7.6,4.2
Cc1c(-n2c(SC(C)C(=O)NC(N)=O)nc3ccccc3c2=O)c(=O)n(-c2ccccc2)n1C (stereo not given),4.0,0.4,-1.9,7.9,8.2,-6.8,-12.5,2.3,-1.0
CSCCC1NC(=O)N(CC(=O)Nc2c(C(C)C)cccc2C(C)C)C1=O (stereo not given),-3.4,-0.9,23.1,47.9,-7.1,9.4,14.4,5.1,-2.2
O=C(Cc1cccs1)Nc1nc2ccccc2s1,-8.4,1.2,-2.6,18.7,-3.4,29.2,-1.8,3.7,-3.0
O=C(Cn1c(=O)oc2cc(S(=O)(=O)N3CCCC3)ccc21)N1CCN(c2ccccn2)CC1,-1.4,0.9,-8.0,-1.9,1.9,6.2,-0.5,3.8,1.8
c1ccc(-c2ccc3c(c2)NC(C2Nc4cc(-c5ccccc5)ccc4O2)O3)cc1 (stereo not given),-12.6,-1.3,9.0,-6.5,nt,-0.2,4.6,2.4,-3.2
Cc1nc2cccc(C(=O)NCc3ccccc3)c2o1,1.7,7.5,-2.7,-5.9,3.2,21.3,-5.6,5.1,1.2
COc1ccc(Cl)cc1C(=O)NNC(=S)NC(=O)/C=C/c1ccco1,19.6,-1.6,13.2,26.3,2.5,-3.1,-6.1,2.7,-4.6
Cc1nnc(NC(=O)C2CCN(c3nnnn3-c3ccccc3)CC2)s1,4.7,-0.4,5.4,7.2,1.4,-1.6,2.0,5.4,-3.3
O=C(CN1C(=O)S/C(=C\C=C\c2ccccc2)C1=O)Nc1ccccc1C(=O)O,-28.9,-0.9,-1.1,-0.1,nt,-0.8,-3.3,1.6,-1.3
On1nnc2ccc3ccccc3c21,-5.7,1.6,-10.0,21.0,4.8,-5.4,-22.5,3.6,-0.1

Carrying on.
SMILES,p47phox inh,S1P4 ag,NPY1 pot ag,CHOP inh,NPY-Y1 antag,NPY-Y2 PAM-ag,S1P4 antag,BaF3 parental,Ba/F3 V617F tox
Cc1nc(-c2ccccc2)sc1-c1nc(-c2ccncc2)ncc1S(=O)(=O)c1ccccc1,2.6,0.9,0.1,21.2,-1.1,-9.1,-10.8,3.0,3.1
COc1ccc(CCNC(=O)c2ccc(CNc3nc(=S)[nH]c4ccccc34)cc2)cc1OC,-3.7,1.2,-5.3,23.1,-6.1,-17.8,-10.2,13.3,1.0
COc1ccc(NC(=O)CSc2nncs2)cc1OC,-2.4,0.4,6.3,19.6,4.9,-1.7,3.0,-2.4,-1.7
Cc1nnc(NC(=O)CSc2ccc([N+](=O)[O-])cn2)s1,2.7,2.3,1.9,25.1,2.7,2.5,-15.9,2.5,-3.6
Cc1nonc1NC(=O)CSc1nnc(-c2ccoc2C)n1CC(C)C,-3.1,1.5,20.6,14.6,-2.7,13.2,-23.9,2.1,1.4
COc1cc(NC(=O)CSc2nc(C)c(C)c(C)n2)c(C)cc1[N+](=O)[O-],-8.2,0.0,-0.2,-2.6,2.0,-9.7,-9.4,9.1,4.3
O=C(C1CCC(CNS(=O)(=O)c2cccc3nsnc23)CC1)N1CC=C(c2ccccc2)CC1 (stereo not given),-12.4,-3.1,8.8,72.2*,-0.4,6.0,-2.4,9.2,9.6
CCC(=O)Nc1cccc(NC(=S)NC(=O)c2ccccc2Cl)c1,-15.4,2.2,5.8,28.5,0.1,-7.9,-24.6,2.4,-0.6
COc1ccc(S(=O)(=O)N2N=C(C)Oc3ccccc3C2=O)cc1,-7.7,1.2,-5.5,nt,-0.7,3.9,-28.4,76.2*,85.5*
CCN(CC)C(=O)C1CCCN(c2ccccc2[N+](=O)[O-])C1 (stereo not given),nt,2.7,10.6,13.5,-2.9,-11.5,18.1,2.4,2.6
O=C(Cn1cc(F)c(=O)[nH]c1=O)NCCO,9.1,-1.1,-1.8,22.3,5.1,6.0,-8.5,8.3,-1.0
O=C(NCC1CCCO1)C1CCN(S(=O)(=O)N2CCCC2)CC1 (stereo not given),0.8,-0.8,6.5,2.8,1.5,9.6,1.9,-1.5,-1.4
O=S(=O)(NCCSCc1ccc(Cl)cc1Cl)c1ccc2c(c1)OCCO2,-13.4,-2.2,-36.1,4.0,-0.1,-36.0,6.1,2.9,0.4
COc1ccccc1C(=O)OCc1c(F)cccc1Cl,-9.8,-1.1,10.2,24.6,5.1,5.1,-3.1,3.9,-2.5
Cn1c(=O)c2c(ncn2Cc2ccccc2)n(C)c1=O,9.9,1.9,-22.2,14.4,0.4,9.1,-4.5,2.8,0.3

The results go on:
SMILES,p47phox inh,S1P4 ag,NPY1 pot ag,CHOP inh,NPY-Y1 antag,NPY-Y2 PAM-ag,S1P4 antag,BaF3 parental,Ba/F3 V617F tox
O=c1c(Cl)c(N2CCN(c3ccc(F)cc3)CC2)cnn1C12CC3CC(CC(C3)C1)C2,0.2,-0.8,-0.4,22.9,-2.0,4.3,-8.9,5.2,3.7
Cc1ccc(NC(=O)CSc2nnc(/N=C/N(C)C)s2)cc1,-6.8,0.6,-10.2,-4.8,3.7,8.7,7.1,3.7,2.0
O=C(CSc1nc2ccsc2c(=O)n1NC(=O)c1ccccc1)Nc1nccs1,-23.5,-1.6,-21.1,0.6,-2.8,-22.4,-5.3,5.7,1.3
CCOc1cc(NC(=S)NCCCN2CCOCC2)c(OCC)cc1NC(=O)c1ccccc1C,-2.1,-0.5,-5.9,10.7,-4.3,-12.0,4.5,3.7,0.2
CC(=O)c1cc2c(cc1NC(=O)CSc1nc3ccccc3o1)OCO2,-8.3,2.2,-17.9,56.2,0.9,-22.0,-12.0,0.3,3.6
COCCNC(=O)C(c1cccs1)N(C(=O)Cn1nnc2ccccc21)c1ccc(OC)cc1 (stereo not given),-1.9,2.8,-14.4,16.2,0.5,-6.7,-2.8,3.4,2.4
COc1ccccc1CNC(=O)CCCN1C(=O)COc2ccc(C)cc21,0.1,1.1,28.4,17.1,12.4,-27.5,-8.2,6.8,0.5
CCCCN=C1N/C(=C\c2ccco2)C(=O)N1c1ccccc1,-13.6,1.2,21.1,23.6,-2.3,-0.8,-0.8,-4.5,0.6
COc1ccccc1NC(=O)COc1ccc(C(=O)OCC(=O)NC(C)(C)C)cc1OC,-10.3,1.6,-5.2,14.3,3.3,-10.4,-15.2,0.8,-3.0
